PMI act: increases human mannose-6-phosphate isomerase activity; purified human PMI, coupled resazurin fluorescence, 20 min; hits give high values; 1 = vehicle control, 0 substrate-free wells; P34949; activation factor at 20 µM; actives 0.005% (n = 190,000); AID 1214;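 active = activation factor of 2 or more at 20 µM, relative to plate controls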
Target sequence (P34949 whole entry, looked up): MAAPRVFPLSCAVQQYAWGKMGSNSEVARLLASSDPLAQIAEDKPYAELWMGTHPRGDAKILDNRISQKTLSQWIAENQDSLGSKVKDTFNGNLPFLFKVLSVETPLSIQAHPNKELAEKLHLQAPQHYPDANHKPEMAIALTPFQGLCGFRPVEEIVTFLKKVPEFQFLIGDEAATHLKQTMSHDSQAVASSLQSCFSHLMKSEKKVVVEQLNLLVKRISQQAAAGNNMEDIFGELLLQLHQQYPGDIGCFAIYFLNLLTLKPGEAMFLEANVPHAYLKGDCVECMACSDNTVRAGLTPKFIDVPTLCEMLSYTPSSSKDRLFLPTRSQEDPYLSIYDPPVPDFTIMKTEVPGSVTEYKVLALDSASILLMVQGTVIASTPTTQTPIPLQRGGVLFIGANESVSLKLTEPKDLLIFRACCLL
PMI act hi M6P: activators of human phosphomannose isomerase at near-saturating mannose 6-phosphate; actives 0.34% (n = 190,000); AID 1216; coupled PMI enzyme assay, resazurin fluorescence, 20 min; hits give high values; 1 = untreated enzyme, 0 = substrate-free blank; activation factor at 20 µM;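 active = activation factor of 2 or more at 20 µM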
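Technique: Diaphorase-driven resazurin-to-resorufin fluorescence, excitation 544, emission 590 nm | Assay system: Human PMI in coupled enzyme assay | Times: Enzyme reaction with compound 20 min at room temperature | Medium: HEPES-buffered pH 7.4 with magnesium and detergent | Reagent: Mannose-6-phosphate 1.0 mM (near-saturating) plus 0.22 mM NADP+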
bIAP activator: intestinal alkaline phosphatase (bovine) activation | purified bovine IAP, CDP-star luminescence, 30 min; hits give high values; fold of DMSO-control signal, blank-subtracted | actives 0.17% (n = 200,000) | activation factor at 20 µM;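 active = activation factor of 2 or more at 20 µM, a signal rise over negative controls twice the positive control's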
Diaphorase inh: counter-screen for diaphorase-based assays: diaphorase inhibitors and chemical oxidizers | diaphorase resazurin-to-resorufin fluorescence, NADH, 16 min; bacterial (C. kluyveri) enzyme, not human | inhibition, % at 20 µM | actives 0.69% (n = 190,000);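 active = primary screen inhibition at 20 µM above a set limit, cut at about 50% in these data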;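 note: plate controls were DMSO with full reaction for no effect and wells lacking NADH for full effect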
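controls = No-NADH positive control and DMSO neutral control | system = Clostridium kluyveri diaphorase enzyme | timing = reaction incubation of 16 min at room temperature | signal = resorufin fluorescence 544/590 nm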
Diaph act CS: diaphorase activation or chemical reduction counter-screen | actives 0.005% (n = 190,000) | activation factor at 20 µM | Diaphorase/resazurin coupled assay, resorufin fluorescence, 16 min; hits give high values; 1 = vehicle wells, 0 = NADH-free wells | AID 1229;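 active = diaphorase activity raised at least twofold by the compound at 20 µM; inactive = activation factor below 2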
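Measured by – red resorufin fluorescence at 544/590 nm excitation/emission · Test system – Clostridium kluyveri diaphorase, purified enzyme · Incubation – reaction time 16 min, room temperature · Buffer or medium – 50 mM HEPES pH 7.4 with 4.542 mM MgCl2, 0.005% Tween 20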
TNAP act hi DEA: activators of human TNAP at high phosphate acceptor concentration; purified TNAP, CDP-star luminescence, 1 M DEA, 30 min; hits give high values; 0 = EDTA background, 1 = DMSO-only activity; activation factor at 20 µM; 200,000 tested, under 10 active; AID 1136;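 active = activation factor at least 2 at 20 µM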
Target sequence (P05186 whole entry, looked up): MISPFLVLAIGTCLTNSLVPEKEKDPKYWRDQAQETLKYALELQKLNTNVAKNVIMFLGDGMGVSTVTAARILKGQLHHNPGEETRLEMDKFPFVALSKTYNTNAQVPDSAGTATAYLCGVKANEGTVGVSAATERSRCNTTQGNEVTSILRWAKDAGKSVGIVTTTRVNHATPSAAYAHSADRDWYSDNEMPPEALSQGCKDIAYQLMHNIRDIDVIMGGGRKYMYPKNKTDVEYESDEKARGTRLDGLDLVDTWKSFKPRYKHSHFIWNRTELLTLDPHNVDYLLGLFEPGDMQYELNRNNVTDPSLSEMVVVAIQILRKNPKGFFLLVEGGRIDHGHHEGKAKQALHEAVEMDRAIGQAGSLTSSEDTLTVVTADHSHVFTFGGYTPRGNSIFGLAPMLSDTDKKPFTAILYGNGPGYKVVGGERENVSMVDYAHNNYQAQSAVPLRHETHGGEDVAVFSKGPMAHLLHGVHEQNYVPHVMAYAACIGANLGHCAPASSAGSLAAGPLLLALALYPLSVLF
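Dosing: 20 µM single point. System: human TNAP. Amount: TNAP 1/800 final. Incubation: 30 min, room temperature. Read-out: TNAP activation factor scaled between EDTA and DMSO control wells. Signal: luminescence from CDP-star hydrolysis. Medium: 1 M DEA, pH 9.8, Mg2+, Zn2+. Control set: EDTA negative control, DMSO positive control.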
TNAP inh hiacc: TNAP (human) inhibition, high acceptor; P05186; purified TNAP, CDP-star luminescence, 1 M DEA; inhibition, % at 20 µM; actives 0.03% (n = 200,000); AID 1135;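 active = over 50% inhibition of tissue-nonspecific alkaline phosphatase at 20 µM in the single-dose screen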;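 note: plate controls were DMSO wells for no effect and EDTA-quenched wells as full inhibition for full effect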
TNAP inh no acc: TNAP (human) inhibition, acceptor-free conditions; actives 0.26% (n = 200,000); inhibition, % at 20 µM; P05186; purified TNAP, CDP-star luminescence, 30 min;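 active = tissue-nonspecific alkaline phosphatase inhibition above about 50% at 20 µM in the single-dose screen, limit read from the data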;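 note: 0% = DMSO negative control and 100% = EDTA positive control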
bIAP inhibitor: blocks bovine intestinal alkaline phosphatase activity | AID 1019 | inhibition, % at 20 µM | purified bovine IAP, CDP-star luminescence, 30 min | 190,000 tested, under 10 active;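 active = over 50% inhibition of intestinal alkaline phosphatase at 20 µM in the single-dose screen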
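Assay system: bovine IAP enzyme; medium: DEA buffer 100 mM, pH 9.8, with MgCl2 1.0 mM, ZnCl2 0.02 mM; doses: 20 µM single dose; incubation: enzyme reaction for 30 min at room temperature; detection: CDP-star luminescence signal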
Lmaj promast: inhibitors of Leishmania major promastigote growth; actives 9% (n = 200,000); Leishmania major promastigotes, resazurin fluorescence viability; inhibition, % at 10 µM; AID 1063; in the data active = inhibition above about 50%;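 note: promastigotes grown with compound for 44 hours at 28 °C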
* hit, by the source's call; . = no result given.

SMILES	PMI act	PMI act hi M6P	bIAP activator	Diaphorase inh	Diaph act CS	TNAP act hi DEA	TNAP inh hiacc	TNAP inh no acc	bIAP inhibitor	Lmaj promast
CSCCC(NC(=O)c1ccc(C(C)(C)C)cc1)C(=O)O (centres undefined)	1.1	1.1	0.9	8	0.9	1	-3	-12	8	2
Cc1ccc(/C(C#N)=C\c2cn(C)c3ccccc23)cc1	0.7	0.8	0.4	25	0.8	1	-2	1	.	3
O=C(NCc1ccccn1)NC1CCCCC1	1.1	1	1	10	0.9	1.1	-6	-9	2	-7
CC(Sc1nc2c([nH]c3ccccc32)c(=O)n1C)c1ccccc1 (centres undefined)	1.1	1	0.4	3	1	1	0	-10	.	-10
O=[N+]([O-])/C(=C\Nc1ccccc1)S(=O)(=O)c1ccccc1	1	0.9	1	5	1	1	2	-4	4	-3
CCn1nnnc1SCC(=O)Nc1nc(C)c(C)s1	1	1	1	12	0.9	1	-3	-8	5	-7
O=S(=O)(CCOc1ccccc1)N1CCOCC1	1	1	0.9	7	0.9	1	-4	-11	13	-7
Cc1oc(-c2cccs2)nc1CN1CCN(Cc2ccc(F)c(F)c2)C(CCO)C1 (centres undefined)	0.9	1	1.1	5	0.9	1	-2	-4	-10	21
N#CCc1nc(CSc2nc3ccccc3s2)cs1	1.4	1.9	0.9	24	0.8	1	-2	-26	6	3
CCCOC(=O)C(=O)NNc1ccccc1	1.9	2.9*	1	1	1	1	3	5	5	29
COc1cccc(-c2cc(C(=O)O)no2)c1	1	1	0.9	15	0.8	1	-5	-13	8	-4
O=C(Cn1[nH]c(=O)c2ccccc2c1=O)OCC(=O)N1CCCc2ccccc21	0.9	1	0.9	8	0.9	1	0	0	8	-1
CCOc1ccc(OCC)c(NC(=O)CSc2nnc(Cn3cnc4ccccc43)n2C)c1	1.1	1.1	0.9	3	1	1	-2	-4	8	-1
CCCCn1c(Cc2ccccc2)n[nH]c1=S	1	1.1	0.8	10	0.9	1	-2	29	20	-3
COc1ccc(C2=C(CC(=O)O)C(=O)CC2)cc1	1.3	1.3	1.1	4	1	1	-1	-4	-13	2
N#Cc1nc(COc2ccc(F)cc2)oc1NCCCn1ccnc1	1	1	1	3	1	1	-1	-3	0	0
Cc1[nH]n(-c2cccc3ccccc23)c(=O)c1/C=N/NC(=O)c1cccc([N+](=O)[O-])c1	1.1	1.2	1	21	0.8	0.9	12	51*	3	-5
COC(=O)CCCC(=O)N1CCCC(CCC(=O)NCc2ccc(F)c(F)c2)C1 (centres undefined)	.	.	1.2	.	.	1.1	-5	-5	-24	-7
COc1ccc2nc3ccccc3nc2c1NC(=O)c1ccccc1Cl	0.8	0.5	1.1	23	0.8	1	-1	-1	-8	17
C/C(=C\c1ccccc1)CN1CCN(Cc2ccc(C)o2)C(CCO)C1 (centres undefined)	1	1	1	8	0.9	1.1	-7	-5	0	83*
CCO[C@@H]1OC(C(=O)NCc2ccccc2)=C[C@H](C)[C@H]1CCCO	0.9	0.9	1.2	10	0.9	1.1	-5	-4	-18	-1
CSc1nsc(/C=C/Nc2ccc(O)cc2C)c1C#N	0.8	0.3	1.1	46	0.5	1	4	-10	-9	-4
O=C(COc1ccc(Cl)cc1Cl)Nc1ccc(S(=O)(=O)NC2=NCCCCC2)cc1	0.8	0.9	1	10	0.9	1.1	-5	-23	1	-7
OCC1(Cc2ccccc2C(F)(F)F)CCN(Cc2ccc3c(c2)CCO3)CC1	0.9	1	1	4	1	1	-2	-2	1	90*
Cc1ccc2c(CC(=O)OC3CCOC3=O)coc2c1 (centres undefined)	0.7	1	1.1	12	0.9	1	-1	-14	-6	-3
O=C1OC(c2ccc(Br)cc2)=N/C1=C\N1CCCCC1	0.9	1	0.9	16	0.8	1	-3	5	8	-2
CCOC(=O)c1c(C)c(C(=O)NCc2ccco2)c(C)n1Cc1ccccc1	1	0.9	0.9	14	0.9	1	-2	-10	6	28
CC(=O)c1cc(CN2CCN(CC=C(C)C)C(CCO)C2)cs1 (centres undefined)	1	0.9	1	7	0.9	1	-5	-10	5	8
CN(C(=O)OCc1ccccc1)C(CC(N)=O)C(=O)O (centres undefined)	1	1	1.1	6	0.9	1	-5	-3	-7	-5
COc1ccc(C(=O)C2CCCN(C(=O)CCC3=NNC(=O)CC3)C2)c(C)c1 (centres undefined)	.	.	1.1	.	.	1	0	-6	-9	0

Molecules from the list above with two or more sulfur atoms:
SMILES	PMI act	PMI act hi M6P	bIAP activator	Diaphorase inh	Diaph act CS	TNAP act hi DEA	TNAP inh hiacc	TNAP inh no acc	bIAP inhibitor	Lmaj promast
CCn1nnnc1SCC(=O)Nc1nc(C)c(C)s1	1	1	1	12	0.9	1	-3	-8	5	-7
N#CCc1nc(CSc2nc3ccccc3s2)cs1	1.4	1.9	0.9	24	0.8	1	-2	-26	6	3
CSc1nsc(/C=C/Nc2ccc(O)cc2C)c1C#N	0.8	0.3	1.1	46	0.5	1	4	-10	-9	-4

The results go on:
SMILES	PMI act	PMI act hi M6P	bIAP activator	Diaphorase inh	Diaph act CS	TNAP act hi DEA	TNAP inh hiacc	TNAP inh no acc	bIAP inhibitor	Lmaj promast
CC(=O)c1cc(C#N)c(SCC(=O)C(C)(C)C)nc1C	1.1	1.1	1.1	-1	1	1	-1	8	-5	18
Cc1cc(NC(=O)C23CC4CC(CC(C4)C2)C3)n[nH]1	1	1	1.3	-3	1	1	-4	-39	-32	-1
CCN1CCc2c(C#N)c(N3CCOCC3)nc(N3CCOCC3)c2C1	1.1	1	1.2	6	0.9	1	-3	-13	-19	-6
CC(=O)Nc1ccc(NC(=O)C(C)Oc2ccc(Cl)cc2Cl)cc1 (centres undefined)	0.9	0.7	1	10	0.9	1	-4	-13	-2	57*
Clc1nccnc1-c1ccccc1	1.1	1	1	13	0.9	1	-4	-10	0	5
COc1cc(OC)c(NC(=O)c2ccc(F)cc2)cc1Cl	1	1	1	16	0.8	1.1	-6	-11	1	10
CCCCOc1ccc(C(=O)NCC2(c3ccccc3)CCOCC2)cc1	1	1	1.1	-1	1	1	-2	4	-14	5
Cc1ccc(CNC(=O)CCC2CCCN(Cc3cccc4cccnc34)C2)o1 (centres undefined)	0.9	1	1	5	0.9	1	-2	-8	-2	5
COc1ccc(NS(=O)(=O)c2ccc(C)c(C(=O)O)c2)cc1	1	1	0.8	9	0.9	1.1	-6	-14	22	-4
COC(CNC(=O)c1cc(C(=O)c2c(-c3c(Cl)cccc3Cl)noc2C)c[nH]1)OC	0.9	0.9	1.1	4	1	1	-4	-8	-8	2
CSc1nc2sc3c(c2c(=O)[nH]1)CCc1ccccc1-3	1	0.9	1	5	1	1	0	4	2	-6
CCC1=NN(C(=O)C(=O)NCCc2ccccc2)C(O)(C(F)(F)F)C1 (centres undefined)	1	0.9	1	7	0.9	1	4	2	1	-8
COC(=O)c1[nH]c2cc(C)ccc2c1NC(=O)CN1CCN(C(=O)c2ccco2)CC1	1	1	1	7	0.9	1	1	-4	-3	3
O=C1C2C3c4ccccc4C(c4ccccc43)C2C(=O)N1c1cccc2cccnc12 (centres undefined)	0.9	0.8	1	8	0.9	1	1	-2	0	-3
CN(NS(=O)(=O)c1ccc(Cl)cc1)c1ncc(C(F)(F)F)cc1Cl	1	1	1.1	10	0.9	1	-3	-10	-10	-1
O=c1ccn([C@@H]2O[C@H](CO)[C@@H](O)[C@H]2O)c(=O)[nH]1	1	1.1	1.1	-2	1	0.9	6	-1	-12	-5
O=C(NN1CCN(Cc2ccccc2Cl)CC1)c1ccc(Cl)cc1	1.1	1.1	0.9	9	0.9	1	-2	-4	9	16
CC(C)(C)Sc1ccc(/C=N/O)cc1[N+](=O)[O-]	0.8	0.8	0.9	27	0.7	1	-4	-2	11	21
CCOC(=O)c1cnc(SCC(=O)c2ccc(C)cc2)nc1N	1	1	0.9	4	1	1	4	-8	7	-4
Cc1cc(C(=O)N2CCCC(C(=O)c3ccc4ccccc4c3)C2)n(C)n1 (centres undefined)	0.9	0.8	1	11	0.9	1	2	0	2	-6
COc1ccc(C(=O)NNC(=S)NC(=O)c2ccc(Br)o2)cc1OC	1	1.1	1.6	35	0.7	1	-2	-47	-64	19
Cc1ccc(C(=O)NNC2CC(=O)N(c3ccc4c(c3)OCCO4)C2=O)cc1 (centres undefined)	1.4	1.5	0.9	1	1	1	-1	-14	6	-7
Cc1cc(C)n(/N=C/c2ccccc2O)c(=O)c1	0.9	0.9	1.1	5	1	1	0	-4	-9	-6
Cc1ccc(N(CC(=O)N=Nc2c(O)[nH]c3ccccc23)S(C)(=O)=O)c(C)c1	0.9	0.9	1.1	21	0.8	1	-1	-23	-13	2
CC(=O)c1ccc(NC(=O)CSc2nnc(-c3ccco3)c(-c3ccco3)n2)cc1	0.8	0.5	0.9	81*	0.2	0.9	6	-1	14	37
COC(=O)c1cccc(S(=O)(=O)N2CCC(c3nc4ccccc4o3)CC2)c1	1	1	0.9	8	0.9	1.1	-5	-10	11	-4
COc1ccc(OCC(=O)N/N=C2\CCc3ccccc32)cc1	1	1	0.9	7	0.9	1	2	-12	14	-7
Cc1cccc(CNc2ncc(-c3cccc([N+](=O)[O-])c3)n2C)c1	0.9	0.9	0.8	26	0.7	1.1	-8	-6	16	17
COc1ccc(OC)c(CN2CCN(CCc3ccccc3)C(CCO)C2)c1 (centres undefined)	1	1	0.9	7	0.9	1.1	-6	-11	10	10
Cc1ccc(/C(O)=C2\C(=O)C(=O)N(CCN(C)C)C2c2ccccc2F)cc1 (centres undefined)	1.1	1	0.9	8	0.9	1.1	-8	-12	7	-10
COc1ccc(NC(=O)CSc2cc(C)ccc2C)cn1	0.9	0.9	1.3	8	0.9	1	-2	2	-26	6
CCCCNC(=O)c1sc(=S)n2c1[nH]c(=O)c1ccccc12	0.8	0.9	1	67*	0.3	1	4	10	2	-8
Cc1ccc(-c2noc(CN(C(=O)Cc3ccccc3)C(C)C)n2)cc1	0.9	1	1	16	0.8	1	-1	-6	3	16

Looked up by structure from the list above (two):
SMILES	PMI act	PMI act hi M6P	bIAP activator	Diaphorase inh	Diaph act CS	TNAP act hi DEA	TNAP inh hiacc	TNAP inh no acc	bIAP inhibitor	Lmaj promast
COc1ccc(C(=O)NNC(=S)NC(=O)c2ccc(Br)o2)cc1OC	1	1.1	1.6	35	0.7	1	-2	-47	-64	19
Cc1ccc(-c2noc(CN(C(=O)Cc3ccccc3)C(C)C)n2)cc1	0.9	1	1	16	0.8	1	-1	-6	3	16

Compound activity from PubChem.
